Bcl-2 Bim block = inhibitors of Bim-Bcl-2 binding, primary screen, biochemical, multiplexed, human Bcl-2 family. Apoptosis regulator Bcl-2 (Homo sapiens), P10415. Bead-based flow cytometry, Bim peptide-Bcl-2 binding. inhibition, % at 10 µM. 0.06% of 190,000 active. AID 950, 2007; in the data active = inhibition above about 40%; inconclusive = no clear call, values can overlap the other calls;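 also: 0% = no compound wells with probe peptide and 100% = reference peptide inhibitor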
Rab2A wt mod = modulators of GTP binding to Rab2A wildtype, primary screen, biochemical, dog, bead-based flow cytometry, multiplex | Ras-related protein Rab-2A (Canis lupus familiaris), P61105 | GST-Rab2 wt beads, Bodipy-GTP binding | GTP binding activity, % at 10 µM | 0.19% of 190,000 active | AID 760, 2007;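 active = GTP binding activity at least 20 points away from 100%, either lowered or raised; inconclusive = signal likely due to the compound's own green fluorescence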;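 also: 0% = beads with excess unlabeled GTP and 100% = no-compound control corrected for plate trend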
Rac1 wt modul = wildtype Rac1 GTP binding modulators, primary screen, biochemical, GST-Rac1 beads, flow cytometry, multiplex. fluorescent GTP binding; actives lie on both sides; 0 = cold GTP competed, 100 = untreated. GTP binding activity (% of control), % at 10 µM. AID 757, 2007. 0.27% of 190,000 active;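 active = GTP binding activity at least 20 points away from the 100% control level, either lower or higher; inconclusive = compound flagged as likely green fluorescent, judged across all proteins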
Rab7 wt modul = modulators of GTP binding to Rab7, primary screen, biochemical, wildtype, multiplex bead flow cytometry. Rab7 GTPase wild type (dog), Bodipy-FL-GTP binding. GST-Rab7 beads, fluorescent GTP binding; actives lie on both sides; untreated = 100%, excess cold GTP = 0%. GTP binding activity (percent of control), % at 10 µM. 0.055% of 190,000 active. AID 758, 2007;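 active = fluorescent GTP binding to Rab7 beads changed by at least 20 points from the 100% baseline, either direction, mostly lower; inconclusive = compound itself probably fluorescent, or too few beads counted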;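 also: median green fluorescence of bound Bodipy-FL-GTP per Rab7 bead population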
Bcl-B Bim block = inhibitors of Bim-Bcl-B binding, primary screen, biochemical, multiplexed, human Bcl-2 family; Bcl-2-like protein 10 (Homo sapiens), Q9HD36; bead-based flow cytometry, Bim peptide-Bcl-B binding; inhibition, % at 10 µM; 0.073% of 190,000 active;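 also: 0% = tracer peptide without compound and 100% = reference inhibitor peptide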
Target sequence (Q9HD36 whole entry, looked up): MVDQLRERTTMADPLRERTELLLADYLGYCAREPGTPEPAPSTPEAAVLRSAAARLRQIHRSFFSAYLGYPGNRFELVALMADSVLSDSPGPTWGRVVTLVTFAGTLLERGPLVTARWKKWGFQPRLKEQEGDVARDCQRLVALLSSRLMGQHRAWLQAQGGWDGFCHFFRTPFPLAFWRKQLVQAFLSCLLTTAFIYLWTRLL
Bim-Bfl-1 = inhibitors of Bim binding to Bfl-1, primary screen, biochemical, multiplexed, bead-based flow cytometry. Bcl-2-related protein A1 (Homo sapiens), Q16548. Bim-Bfl-1 binding inhibition. inhibition, % at 10 µM. 0.12% of 190,000 active;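 also: 0% = wells without compound plus tracer and 100% = blocker peptide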
HRas wt GTP bind = modulators of GTP binding to HRas wildtype, primary screen, biochemical, bead-based flow cytometry, multiplex; GTP binding activity, % at 10 µM; 0.14% of 190,000 active; GST-Ras wt beads, Bodipy-FL-GTP binding; actives lie on both sides; GTPase HRas (Homo sapiens), P01112;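 active = GTP binding activity at least 20% away from the 100% baseline, either lowered as inhibitor or raised as activator; inconclusive = flagged as likely green fluorescent, judged across all proteins in the well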;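 also: 0% = unlabeled GTP competition control and 100% = no-compound control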
Cdc42 wt GTP = modulators of GTP binding to wildtype Cdc42, primary screen, biochemical, multiplex bead flow cytometry, Bodipy-GTP; Cell division control protein 42 homolog (Homo sapiens), P60953; GST-Cdc42 beads; actives lie on both sides; percent activity (GTP binding), % at 10 µM; 0.2% of 190,000 active;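 active = percent activity GTP binding at least 20 points away from the 100% baseline, either down as inhibitor or up as activator; inconclusive = compound flagged as likely green fluorescent from well-wide comparison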;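 also: median bead fluorescence of bound Bodipy-FL-GTP at 100 nM; 0% = excess unlabeled GTP control and 100% = no compound control; below 100% means less GTP binding so inhibitor and above means activator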
Target sequence (P60953 whole entry, looked up): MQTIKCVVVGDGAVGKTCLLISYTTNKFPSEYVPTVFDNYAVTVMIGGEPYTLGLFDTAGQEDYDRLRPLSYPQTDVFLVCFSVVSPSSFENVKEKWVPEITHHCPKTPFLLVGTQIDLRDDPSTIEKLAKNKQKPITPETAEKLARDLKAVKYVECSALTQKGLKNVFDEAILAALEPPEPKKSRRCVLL
Rac1 act GTP bind = GTP binding modulators of activated mutant Rac1, primary screen, biochemical, bead-based flow cytometry, multiplex, fluorescent GTP; Ras-related C3 botulinum toxin substrate 1 (Homo sapiens), P63000; GST-Rac1 activated beads; actives lie on both sides; 100% means binding = to untreated wells; percent activity (GTP binding), % at 10 µM; 0.11% of 190,000 active;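 active = GTP binding at least 20 percentage points away from the 100% baseline, in either direction, so actives lie on both sides; inconclusive = Compound likely fluorescent itself, or too few beads counted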
Bim-Bcl-XL = inhibitors of Bim-Bcl-XL binding, primary screen, biochemical, multiplexed, bead flow cytometry, human Bcl-XL | AID 1007, 2008 | 0.04% of 190,000 active | Bcl-2-like protein 1 (Homo sapiens), Q07817 | Bim peptide-Bcl-XL binding, fluorescence | inhibition, % at 10 µM
Target sequence (Q07817 whole entry, looked up): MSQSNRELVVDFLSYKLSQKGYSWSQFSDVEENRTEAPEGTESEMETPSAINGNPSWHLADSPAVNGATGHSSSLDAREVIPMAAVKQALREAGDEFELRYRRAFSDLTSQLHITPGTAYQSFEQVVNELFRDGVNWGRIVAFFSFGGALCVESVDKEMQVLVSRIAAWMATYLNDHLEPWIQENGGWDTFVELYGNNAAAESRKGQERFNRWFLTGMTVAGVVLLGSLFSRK
Bcl-W Bim block = inhibitors of Bim binding to Bcl-W, primary screen, biochemical, multiplexed, bead-based flow cytometry | Bim peptide-Bcl-W binding | inhibition, % at 10 µM | 0.02% of 190,000 active;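 also: 0% = bound tracer without compound and 100% = peptide blocker; higher means less fluorescent Bim peptide bound to Bcl-W beads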
Target sequence (Q92843 whole entry, looked up): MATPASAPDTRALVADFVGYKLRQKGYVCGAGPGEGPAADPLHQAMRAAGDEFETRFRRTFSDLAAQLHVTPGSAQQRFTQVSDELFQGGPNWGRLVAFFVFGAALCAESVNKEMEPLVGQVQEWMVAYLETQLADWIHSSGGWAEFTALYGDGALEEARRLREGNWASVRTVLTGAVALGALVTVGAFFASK
* marks the source's active call; other numbers are inactive results; ? = inconclusive; [ ] = remark or other dose. Rule as the data show it, unless noted: active = inhibition above about 40%.

Sequence of screens: Bcl-2 Bim block	Rab2A wt mod	Rac1 wt modul	Rab7 wt modul	Bcl-B Bim block	Bim-Bfl-1	HRas wt GTP bind	Cdc42 wt GTP	Rac1 act GTP bind	Bim-Bcl-XL	Bcl-W Bim block
> COc1ccc(C(=O)N2N=C(c3cccc(OC)c3)CC2(O)C(F)(F)F)cc1 (stereo not given)
    2.0	101.0	103.0	104.0	-3.0	0.0	100.0	101.0	99.0	0.0	0.0
> CC(SC1=NCCS1)C(=O)Nc1nnc(-c2ccc(F)cc2)s1 (stereo not given)
    -10.0	102.0	107.0	101.0	-9.0	-11.0	101.0	101.0	101.0	-7.0	-1.0
> Cc1cc(C)n2nc(SCC(=O)N(C)c3ccccc3)nc2n1
    -4.0	104.0	104.0	100.0	0.0	-1.0	103.0	103.0	102.0	-3.0	-1.0
> CCC(C)NC(=O)C1CCN(c2nc(C)cc(C)n2)CC1 (stereo not given)
    5.0	102.0	102.0	98.0	3.0	1.0	102.0	101.0	99.0	0.0	0.0
> COc1cccc(-c2nc(CSCC(=O)N3CCc4ccccc43)c(C)o2)c1
    -3.0	96.0	101.0	94.0	-9.0	-7.0	97.0	96.0	98.0	-10.0	-6.0
> Cc1ccc(NC(=O)COC(=O)COc2ccc(Cl)cc2C)c([N+](=O)[O-])c1
    -2.0	94.0	98.0	92.0	-8.0	-1.0	94.0	95.0	94.0	-5.0	-4.0
> COC(=O)CCS(=O)(=O)c1ccc(NC(C)=O)cc1
    -10.0	97.0	102.0	101.0	-8.0	-15.0	100.0	98.0	96.0	-4.0	-4.0
> COc1ccc(NC(=O)CC(NCCc2ccccc2)C(=O)O)c(OC)c1 (stereo not given)
    -3.0	98.0	102.0	98.0	-5.0	-7.0	100.0	102.0	102.0	-10.0	-5.0
> O=C1/C(=C\c2ccc3ccccc3c2)CCCc2ccccc21
    0.0	103.0	107.0	97.0	-4.0	-4.0	104.0	103.0	100.0	-4.0	-2.0
> O=C(NCc1ccccc1)C1=C[C@H](c2coc3ccccc3c2=O)C[C@H](OCCCCO)O1
    -4.0	97.0	96.0	104.0	-3.0	-8.0	97.0	95.0	97.0	2.0	-2.0
> Cc1ccc(-n2c(=O)[nH]c3c(oc4ccccc43)c2=O)cc1
    -3.0	117.0	135.0*[activator]	106.0	-17.0	-6.0	112.0	114.0	107.0	-9.0	-4.0
> C[C@]12CC[C@@H]3c4ccc(O)cc4[C@@H](O)C[C@H]3[C@@H]1CC[C@@H]2O
    1.0	101.0	103.0	98.0	-6.0	0.0	103.0	108.0	103.0	0.0	-3.0
> CCOc1ccc2nc(NC(=O)C3CCN(S(=O)(=O)c4cnc[nH]4)CC3)sc2c1
    4.0	94.0	91.0	97.0	6.0	-1.0	92.0	94.0	94.0	5.0	4.0
> O=C(Nc1ccccn1)c1cc2cc([N+](=O)[O-])ccc2s1
    0.0	97.0	101.0	103.0	0.0	-3.0	100.0	97.0	100.0	-1.0	-1.0
> CCCc1[nH]nc2c1C(c1ccc(OC)c(Cn3nc(C)c(Br)c3C)c1)C(C#N)=C(N)O2 (stereo not given)
    0.0	101.0	102.0	99.0	0.0	4.0	103.0	104.0	101.0	2.0	0.0

Taken from above:
Under Bcl-2 Bim block, Cc1ccc(-n2c(=O)[nH]c3c(oc4ccccc43)c2=O)cc1 is listed with -3.0
Under Cdc42 wt GTP, O=C(Nc1ccccn1)c1cc2cc([N+](=O)[O-])ccc2s1 is listed with 97.0
Under Rab7 wt modul, CCCc1[nH]nc2c1C(c1ccc(OC)c(Cn3nc(C)c(Br)c3C)c1)C(C#N)=C(N)O2 (stereo not given) is listed with 99.0

Additional structures follow.
Sequence of screens: Bcl-2 Bim block	Rab2A wt mod	Rac1 wt modul	Rab7 wt modul	Bcl-B Bim block	Bim-Bfl-1	HRas wt GTP bind	Cdc42 wt GTP	Rac1 act GTP bind	Bim-Bcl-XL	Bcl-W Bim block
> COc1ccc(/C=C/C(=O)OCC(=O)Nc2cccc(Oc3ccccc3)c2)c(OC)c1
    -3.0	96.0	100.0	98.0	-3.0	-1.0	98.0	100.0	96.0	-5.0	-4.0
> O=C(CSc1nnc(COc2ccccc2)o1)N1CCOCC1
    -3.0	97.0	103.0	99.0	-13.0	-3.0	98.0	99.0	98.0	-3.0	-2.0
> CNS(=O)(=O)c1ccc(C)cc1
    -1.0	104.0	103.0	102.0	0.0	-2.0	104.0	104.0	100.0	-1.0	0.0
> O=C(COC(=O)c1cccc(Br)c1)NCCc1ccccc1
    -4.0	94.0	100.0	95.0	-8.0	-4.0	93.0	99.0	93.0	-12.0	-6.0
> COc1ccc2[nH]c(=O)c(C(c3nnnn3C3CCCCC3)N3CCN(C)CC3)cc2c1 (stereo not given)
    -4.0	99.0	104.0	94.0	-5.0	-11.0	96.0	101.0	99.0	-10.0	-4.0
> N#CC1=C(N)NC(SCC(=O)c2ccccc2)=C(C#N)C12CCCC2
    -3.0	95.0	103.0	97.0	-9.0	2.0	100.0	101.0	98.0	-10.0	-3.0
> O=C(/C=C/c1ccc2c(c1)OCO2)Nc1cccnc1
    -1.0	93.0	98.0	97.0	-4.0	-6.0	97.0	94.0	95.0	0.0	2.0
> Cc1ccc(C(=O)Nc2ccc(Br)cc2)cc1S(=O)(=O)Nc1ccccn1
    -12.0	?	?	?	-6.0	-8.0	?	?	?	0.0	-1.0
> NS(=O)(=O)c1ccc(CCNC(=O)C2Cc3ccccc3CN2C(=O)c2ccco2)cc1 (stereo not given)
    0.0	95.0	96.0	97.0	0.0	0.0	95.0	97.0	95.0	1.0	0.0
> Cc1ccc(-n2c(CSc3nc(C)cc(C)n3)n[nH]c2=S)cc1
    3.0	99.0	103.0	103.0	-20.0	1.0	99.0	102.0	96.0	-9.0	-3.0
> COc1ccc([N+](=O)[O-])cc1NC1CCCCC1
    2.0	99.0	110.0	103.0	0.0	-8.0	104.0	105.0	98.0	0.0	3.0
> Cc1ccccc1C(=O)c1cccn1CC(=O)NCC1CCCO1 (stereo not given)
    -6.0	100.0	104.0	102.0	-5.0	-11.0	100.0	102.0	100.0	-6.0	-8.0
> CC1=C(C(=O)OCc2ccccc2)C(c2ccc(C(C)(C)C)cc2)NC(=O)N1CCCCCC(=O)O (stereo not given)
    0.0	96.0	99.0	95.0	-4.0	4.0	95.0	98.0	93.0	-1.0	0.0
> Cc1cccc(C(=O)NNC(=O)CCn2nnc3ccccc32)c1
    0.0	101.0	100.0	108.0	-3.0	0.0	100.0	101.0	96.0	0.0	-2.0
> CCOCC(=O)Nc1ccc(Br)c(C)c1
    -1.0	91.0	101.0	94.0	1.0	3.0	90.0	96.0	94.0	0.0	-1.0
> Cc1noc(C)c1COC(=O)c1ccccc1NC(=O)Cc1ccccc1
    0.0	103.0	104.0	101.0	1.0	0.0	104.0	107.0	103.0	0.0	-3.0
> C1=C(c2ccc(-c3ccccc3)cc2)Nc2ncnn2C1c1ccco1 (stereo not given)
    0.0	96.0	93.0	96.0	-6.0	5.0	96.0	95.0	95.0	-1.0	-1.0
> CCOC(=O)N1CCC(NC(=O)CCc2c(C)nc3nc(C)nn3c2C)CC1
    -8.0	?	?	?	-9.0	-12.0	?	?	?	-1.0	-2.0
> O=C(NCCN1C(=O)S/C(=C\c2cccnc2)C1=O)C1CC(=O)N(Cc2ccco2)C1 (stereo not given)
    0.0	101.0	100.0	103.0	-5.0	-3.0	98.0	97.0	96.0	-2.0	-2.0
> COCCN(C(=O)CNC(=O)c1cccs1)C(C(=O)NC1CCCC1)c1cccs1 (stereo not given)
    -12.0	95.0	98.0	94.0	-7.0	-15.0	95.0	99.0	97.0	-11.0	-4.0
> COc1ccc(CCNC(=O)Cn2nnc3ccccc3c2=O)cc1
    -7.0	98.0	106.0	101.0	-4.0	-5.0	100.0	103.0	100.0	-2.0	-1.0
> O=C(CSCC(=O)NCc1ccco1)NCc1ccco1
    -8.0	101.0	107.0	102.0	-4.0	-10.0	98.0	100.0	99.0	-2.0	2.0
> FC(F)(F)c1nnc(-c2ccccc2)nc1Sc1ccc(Cl)cc1
    -4.0	98.0	105.0	96.0	-8.0	-14.0	99.0	99.0	95.0	-6.0	-1.0
> COCCNC(=O)Cc1ccc(F)cc1
    1.0	98.0	106.0	94.0	-4.0	0.0	101.0	101.0	100.0	-4.0	-1.0
> COc1cccc(-n2cnc(=O)c3cccnc32)c1
    4.0	98.0	109.0	102.0	-1.0	1.0	101.0	101.0	101.0	0.0	0.0
> CCOC(=O)N1CCN(c2ccc(C(C)=O)cc2F)CC1C (stereo not given)
    -1.0	93.0	92.0	100.0	-7.0	-3.0	94.0	93.0	92.0	-3.0	-3.0
> CCn1cnc2c(cnn2-c2ccccc2)c1=O
    1.0	102.0	103.0	103.0	0.0	0.0	103.0	105.0	101.0	0.0	-1.0
> CC(C(=O)Nc1ccc(C#N)cc1)N(C)CC(=O)Nc1ccccc1Br (stereo not given)
    -1.0	97.0	99.0	106.0	-7.0	-8.0	101.0	98.0	98.0	-1.0	-1.0
> CC1(C)CC(=O)C(CC(=O)Nc2ccc(S(N)(=O)=O)cc2)=C(O)C1
    3.0	100.0	102.0	99.0	2.0	13.0	97.0	101.0	98.0	-1.0	-3.0
> CC(=O)Nc1cc(C(=O)NCc2ccco2)ccc1Sc1ccc(Cl)cc1
    2.0	100.0	99.0	98.0	-4.0	1.0	99.0	98.0	101.0	-5.0	0.0
> Cc1cccc(NC2SC(=O)NC2=O)c1 (stereo not given)
    -3.0	98.0	100.0	104.0	-1.0	-3.0	98.0	95.0	96.0	-3.0	-1.0

Screens (PubChem BioAssay)
